CF NFkB block – inhibitors of PAF-induced NF-kB signaling, primary screen, cell-based, GFP fluorescence, uHTS | KKLEB NF-kB-GFP reporter, GFP fluorescence overnight | inhibition, % at 5 µM | 360,000 tested, 0.86% active | AID 588850, 2011;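 active means at least 50% inhibition at 5 µM, scaled per plate between neutral and stimulator controls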;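 further: PAF is a Pseudomonas aeruginosa culture filtrate used as stimulus; plate controls were PAF-stimulated DMSO wells for no effect and unstimulated DMSO wells for full effect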
TWEAK Fn14 block – inhibitors of TWEAK-Fn14 signaling, primary screen, luciferase reporter cells, uHTS; TWEAK-stimulated Fn14 reporter cells, luciferase luminescence, 8 h; inhibition, % at 10 µM; 360,000 tested, 2% active; AID 1159606, 2016; in the data active means inhibition above about 50%
LRH-1 inv ag – LRH-1 (NR5A2) inverse agonists, primary screen, cell-based, luminescence, HEK293T, StAR-luciferase reporter; LRH-1 transfected, 24 h; inhibition, % at 3.6 µM; Nuclear receptor subfamily 5 group A member 2 (Homo sapiens), O00482; 360,000 tested, 0.13% active;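 active means inhibition above the mean inhibition of all tested compounds plus 3 SD, cut at about 73% in these data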;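 further: 0% = DMSO wells and 100% = reporter-only cells lacking LRH-1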
Target sequence (O00482 whole entry, looked up): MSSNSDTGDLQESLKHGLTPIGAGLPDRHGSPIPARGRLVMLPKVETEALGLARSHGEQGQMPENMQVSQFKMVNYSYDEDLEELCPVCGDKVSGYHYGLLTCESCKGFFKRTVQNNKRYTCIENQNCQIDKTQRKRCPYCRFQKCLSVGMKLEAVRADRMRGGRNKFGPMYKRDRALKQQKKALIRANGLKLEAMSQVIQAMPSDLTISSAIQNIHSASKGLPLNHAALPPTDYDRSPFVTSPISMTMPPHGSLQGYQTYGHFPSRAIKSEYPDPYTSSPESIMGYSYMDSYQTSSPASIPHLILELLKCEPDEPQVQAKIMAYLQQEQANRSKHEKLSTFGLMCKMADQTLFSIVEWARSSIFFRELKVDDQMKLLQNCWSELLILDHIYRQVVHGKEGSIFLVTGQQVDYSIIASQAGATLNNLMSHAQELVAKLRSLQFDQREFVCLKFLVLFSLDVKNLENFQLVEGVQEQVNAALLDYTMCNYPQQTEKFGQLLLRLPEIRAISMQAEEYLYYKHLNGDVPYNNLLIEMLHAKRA
NCOA3 inh – SRC3 coactivator transcriptional activity inhibitors, primary screen, cell-based, luminescence; HEK293 GAL4-SRC3 luciferase reporter; Nuclear receptor coactivator 3 (Homo sapiens), Q9Y6Q9; 360,000 tested, 0.17% active; inhibition, % at 3.6 µM;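 active means inhibition above a per-campaign cutoff, the mean of all compounds plus 3 SD, cut at about 60% in these data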;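 further: 0% = DMSO-treated cells and 100% = gossypol-treated cells at 36 µM; higher means less SRC3-driven luciferase light from the GAL4 reporter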
COUP-TFII inh – NR2F2 transcriptional activity inhibitors, primary screen, cell-based, luciferase reporter, HEK293T, luminescence | COUP transcription factor 2 (Homo sapiens), P24468 | HEK293T NGFI-A luciferase reporter | inhibition, % at 8.6 µM | 370,000 tested, 0.7% active | AID 686940, 2013;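 active means inhibition above a per-plate cutoff, mean inhibition of test wells between control levels plus 3 SD, cut at about 38% in these data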;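 further: cells cotransfected with COUP-TFII expression vector driving the NGFI-A reporter; 0% = median of COUP-TF2 test wells and 100% = reporter-only cells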
Target sequence (P24468 whole entry, looked up): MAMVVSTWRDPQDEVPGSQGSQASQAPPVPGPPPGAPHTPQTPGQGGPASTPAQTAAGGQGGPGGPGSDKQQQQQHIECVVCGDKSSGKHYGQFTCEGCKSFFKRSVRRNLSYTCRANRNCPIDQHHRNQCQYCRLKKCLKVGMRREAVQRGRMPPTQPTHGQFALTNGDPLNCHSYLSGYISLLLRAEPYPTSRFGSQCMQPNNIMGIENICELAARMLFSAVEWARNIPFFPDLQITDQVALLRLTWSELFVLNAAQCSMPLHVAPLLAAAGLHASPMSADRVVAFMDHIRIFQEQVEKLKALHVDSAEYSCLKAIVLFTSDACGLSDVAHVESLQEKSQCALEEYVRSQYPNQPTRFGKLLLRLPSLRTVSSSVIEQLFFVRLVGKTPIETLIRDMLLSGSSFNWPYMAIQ
C8 TRAIL sens – viability loss with TRAIL in NB7+C8 cells, primary screen, TRAIL sensitizer project, cell-based, ATPlite luminescence; inhibition (viability loss, TRAIL sensitization), % at 10 µM; 360,000 tested, 1% active; AID 624354, 2012;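 active means compounds causing at least 50% loss of cell viability in the single-dose screen, relative to plate controls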
Shn3 3UTR inh – reduction of Shn3 3'UTR firefly luciferase signal, primary screen, Schnurri-3 inhibitor project, cell-based, Clone20 osteoblasts, set 2 | Clone20 osteoblast Shn3 3'UTR firefly luciferase, 24 h | inhibition, % at 12.5 µM | 360,000 tested, 0.52% active | AID 588674, 2011;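 active means mean inhibition of at least 75% with every replicate also reaching 75%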;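 further: 0% = median of neutral control wells and 100% = pilot-screen positive control compound; some compounds past the cut are filed as inactive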
KKLEB tox – cytotoxicity in KKLEB CF airway cells, primary screen, cytotoxicity control for CF NF-kB inhibitor project, cell-based, uHTS, fluorescence assay plates | activity change (cytotoxicity), % at 5 µM | AID 602141, 2011 | 360,000 tested, 0.36% active | KKLEB CF airway cells viability, ATPlite luminescence, overnight; hits give low values; cells stimulated with P. aeruginosa culture filtrate;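 active means corrected activity change at or below -50% at 5 µM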
NCOA1 inh – SRC1 coactivator transcriptional activity inhibitors, primary screen, cell-based, luminescence; Nuclear receptor coactivator 1 (Homo sapiens), Q15788; HEK293 GAL4-SRC1 luciferase reporter; inhibition, % at 3.6 µM; 360,000 tested, 0.12% active;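 active means inhibition above the campaign mean plus 3 SD, with each screening campaign given its own cutoff, cut at about 60% in these data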;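 further: 0% = DMSO treated cells and 100% = gossypol at 36 µM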
LMP1 NFkB inh – EBV LMP1-driven NF-kappaB luciferase reporter inhibitors, primary screen, cell-based, luminescence, single point. 350,000 tested, 0.69% active. inhibition, % at 12.5 µM. AID 504558, 2011. LMP1-induced NF-kappaB luciferase reporter cells; in the data active means inhibition above about 41%;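 further: 0% = neutral control wells and 100% = reference inhibitor control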
TROY signal inh – inhibitors of TROY-driven NF-kB signaling, primary screen, Q293 LMP1-TROYcd cells, NF-kB luciferase, uHTS | Q293 LMP1-TROYcd NF-kB luciferase reporter, 4 h | 360,000 tested, 0.98% active | inhibition, % at 10 µM;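 active means compounds whose plate-normalised and pattern-corrected inhibition of the luciferase reporter signal at the single screening dose is 50% or more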
Numbers without * were called inactive; . = no result given.

Below each SMILES – CF NFkB block	TWEAK Fn14 block	LRH-1 inv ag	NCOA3 inh	COUP-TFII inh	C8 TRAIL sens	Shn3 3UTR inh	KKLEB tox	NCOA1 inh	LMP1 NFkB inh	TROY signal inh
- CCOC(=O)[C@H]1[C@H]2COc3ccc(OC)cc3[C@@H]2N2C(=O)CN(Cc3ccc(C)cc3)C(=O)[C@@]12C
 : -3.2	0.3	-17.4	18.3	-8.7	4.2	-7.2	5.0	-11.9	-1.0	-6.2
- COc1cc(OC)c(NC2=NCCCCC2)cc1Cl
 : -6.6	-9.6	8.3	-8.9	-14.5	5.5	-9.4	-1.2	-6.1	-0.8	-11.9
- CCN(CCCNC(=O)C1CCC(=O)N1C(C)C)c1cccc(C)c1 (stereo not given)
 : 1.7	5.2	-18.0	3.2	-12.4	-14.8	5.6	6.9	16.4	-0.5	16.8
- CN(C(=O)c1cc2ccccc2oc1=O)C1(C)CCS(=O)(=O)C1 (stereo not given)
 : 16.1	-17.8	3.8	-19.7	-7.3	-1.0	-3.2	-10.3	-1.9	7.5	-12.5
- Cc1cc(C)n(CC(O)COc2ccc3ccccc3c2)n1 (stereo not given)
 : 3.1	-27.9	-53.1	-40.9	-31.6	-2.6	-56.5	-6.6	-27.1	-20.9	-47.4
- O=C(Nc1ccc(C(F)(F)F)cc1)c1cc(S(=O)(=O)NCC2COc3ccccc3O2)ccc1F (stereo not given)
 : 10.4	46.2	6.1	27.0	21.2	3.5	29.9	-24.4	13.1	-6.2	27.1
- O=C(NCc1ccccc1)C1CCN(C(=O)NCc2ccccc2)CC1
 : 12.0	4.2	20.0	-2.9	15.2	3.7	-7.4	10.6	4.1	3.0	-1.0
- COc1ccc(S(=O)(=O)NCc2cccnc2)cc1NC(=O)c1ccccc1C
 : -8.1	7.7	11.2	-2.3	-9.7	8.3	-1.4	-1.9	-13.8	4.8	6.0
- O=[N+]([O-])c1ccccc1N/N=C/c1cccc(O)c1O
 : 12.5	45.8	-25.6	-21.6	-7.0	23.6	4.8	-1.6	-35.5	-39.6	18.3
- O=C(COC(=O)c1cncc(Br)c1)NC1CC1
 : -7.5	1.7	1.6	-11.2	-4.0	-1.7	0.4	8.7	-24.8	1.4	3.7
- CCOC(=O)Cc1csc(NC(=O)CSc2nc3sc(C(=O)O)c(C)c3c(=O)[nH]2)n1
 : -1.6	-3.7	18.6	21.4	14.0	-6.6	-2.6	0.3	8.4	6.1	5.3
- O=C(Cc1ccccc1F)Nc1ccc(Cl)nc1
 : -2.0	5.3	-10.0	7.2	4.7	-4.3	5.7	8.7	8.1	-1.0	-37.1
- CCN1C(=NCc2ccco2)N[C@@H](c2cccc(F)c2)C(C(=O)OC)=C1C
 : 1.9	-3.7	-3.5	-1.5	2.5	-3.1	9.6	-5.3	-1.2	-13.6	-7.0
- COc1ccc(N=CC2=C(O)c3ccccc3C2=O)c(OC)c1
 : -14.6	102.4*	-77.7	-25.9	-9.4	91.5*	43.6	-77.3*	-85.6	56.9*	82.9*
- O=C1NC(c2cccc(Cl)c2)Nc2ccccc21 (stereo not given)
 : 20.8	2.7	-4.6	11.0	13.3	-14.8	-14.4	-5.9	-3.6	12.8	-2.4
- CCOc1ncccc1C(=O)Nc1cccc(Cl)c1Cl
 : 1.6	-1.3	-0.9	5.5	-10.4	-1.4	-5.8	-0.5	14.2	21.2	-7.0
- COCCCNC(=O)CNC(=S)N(Cc1cc(OC)c(OC)c(OC)c1)C1CCCC1
 : -5.0	-28.4	-14.5	13.3	11.7	0.9	2.4	7.8	5.5	1.4	10.9
- C/C(=N\NC(=O)COc1ccccc1)c1cccs1
 : 4.4	0.3	-15.2	-8.9	9.8	-3.9	-52.1	-6.4	-36.0	-9.1	-32.6
- Cc1ccc(C(=O)NCC(=O)NCC(=O)OCC(=O)c2ccc([N+](=O)[O-])cc2)cc1
 : 6.1	-3.4	4.0	4.0	1.4	4.4	-8.9	-17.3	-5.8	-9.0	10.5
- Cc1ccc(-c2nc(C3CCN(S(=O)(=O)c4ccc(C(F)(F)F)cc4)CC3)no2)cc1
 : 7.0	8.6	11.2	12.8	5.5	-0.5	9.1	-1.6	-3.0	-14.4	-15.4
- O=C1CSc2ccccc2N1Cc1ccccc1F
 : 15.1	-1.8	36.2	-10.1	5.7	5.9	10.2	-5.5	-43.8	-6.6	25.2
- Cc1[nH]c2ccc(Br)cc2c(=S)c1C/C=C/Cl
 : 12.6	-14.4	5.5	-9.1	4.1	2.6	-1.7	-8.1	-6.6	4.2	11.8
- CC1NC(C)(C)Cc2c1ccc1ccccc21 (stereo not given)
 : 3.1	-10.8	1.9	-14.8	-15.6	-17.8	-9.7	-2.5	6.0	4.2	-9.7
- CC(C)(C)NC(=O)CSc1ncnc2c1cnn2-c1ccccc1
 : -22.0	34.0	-3.6	-43.4	-0.5	12.9	20.2	0.6	-3.1	5.3	-1.7
- CCC1CN(S(=O)(=O)c2ccc3c(c2)NC(=O)CC(=O)N3)c2cc(Cl)ccc2O1 (stereo not given)
 : 7.8	7.5	20.0	1.5	-12.1	14.9	4.1	21.2	-5.7	5.7	3.6
- OCCNCc1ccc(OC2CCCC2)cc1
 : 1.1	5.5	5.5	-6.0	-4.0	-6.8	6.8	4.4	-14.1	2.1	9.1
- Cc1ccc(CNc2nc(N)c([N+](=O)[O-])c(Nc3cccc(F)c3)n2)cc1
 : 27.1	5.9	4.6	-0.9	12.5	-4.3	-34.7	-10.5	-4.7	-0.1	-15.8
- COc1ccccc1C(C)NC(=O)CN(C)CC(=O)Nc1c(C)cccc1C (stereo not given)
 : -8.6	3.6	7.7	-2.2	0.4	-7.3	9.0	-0.5	-1.9	-2.6	1.0
- CCN(CC)S(=O)(=O)c1cc(NC(=O)C2CSC3(C)CCC(=O)N23)ccc1C (stereo not given)
 : -1.0	-0.4	-13.6	5.1	-6.6	23.3	3.1	7.6	-24.0	-1.3	11.2
- CC1(C)CC(=O)C/C(=N\NC(=O)C2C3CCCCC32)C1 (stereo not given)
 : 7.8	-3.2	8.5	-3.2	-11.9	-2.2	-13.5	-5.6	-47.4	-0.2	-2.4
- S=C(NC1CCCC1)NN1CCOCC1
 : -6.5	11.1	-1.0	3.4	-6.4	-10.0	1.4	2.7	7.9	2.5	9.3
- Cc1nn(C/C(C#N)=N\O)c(C)[n+]1N
 : 1.6	-8.6	30.4	-7.1	-15.2	-14.4	-8.6	-2.1	4.8	-17.5	-1.4
- CCOC(=O)c1c(C)[nH]c(C)c1C(=O)COC(=O)/C=C/c1ccco1
 : -0.9	7.9	20.8	-21.9	2.1	4.5	-72.3	-2.0	0.9	-4.0	8.1
- CCCn1c(CNc2ccccc2O)nc2ccccc21
 : 8.5	25.4	9.3	-8.3	-2.9	0.7	-15.9	-8.9	4.7	-0.8	-43.1
- COc1ccc(CC(=O)Nc2ccc(C(=O)NC(C)(C)C)cc2)cc1OC
 : -9.5	22.6	25.1	19.9	8.5	-7.8	10.9	-9.4	6.8	-6.3	-29.8
- O=C(O)/C=C/C(=O)NNC(=O)c1ccc(Cl)cc1Cl
 : -8.9	-11.2	4.3	1.9	-13.1	-9.6	7.0	5.6	0.5	4.4	-10.8
- CN1C=CC2=C(C#N)C(N)C(C#N)(C#N)[C@H](c3ccccc3)[C@H]2C1 (stereo not given in full)
 : -23.9	-1.1	23.1	-2.6	17.7	2.7	-26.5	-11.8	16.4	-7.9	-10.8
- O=C(Cc1nnc(NC(=O)Nc2ccc(F)cc2)s1)NCc1ccccc1
 : -16.4	3.0	6.8	5.0	9.8	0.8	2.3	4.8	2.1	.	-13.8
- CCN(CC)S(=O)(=O)c1ccc(NC(=O)CO/N=C(\N)c2ccccc2)cc1
 : 0.6	-1.9	21.3	-0.7	-4.7	6.0	13.5	-1.8	-5.9	-11.7	6.9
- CCc1ccc(CN(C)CC(=O)Nc2ccc3c(c2)CCC3)cc1
 : 10.2	-16.3	-14.5	6.7	4.5	17.5	23.0	-0.7	-0.5	3.0	-20.2
- Cn1c(=O)c(=O)n(C)c2cc(S(=O)(=O)N3CCN(c4cccc(C(F)(F)F)c4)CC3)ccc21
 : -6.1	-6.7	9.9	9.2	.	-20.6	14.1	7.0	10.6	-4.6	-2.5
- COC(=O)c1ccccc1NC(=S)N1CCOCC1
 : 0.3	-10.9	16.6	3.7	11.0	-7.7	-0.6	-4.7	6.7	13.4	-4.3
- Cc1cc(C)cc(N(C(=O)c2sc(C)nc2C)C(C(=O)NCc2ccco2)c2ccccc2)c1 (stereo not given)
 : 6.5	12.0	0.2	13.7	19.6	-5.8	16.6	5.2	15.9	6.0	-0.4
- COC(=O)CSc1nnc(CNc2ccc(OC)cc2)n1C
 : -15.7	-6.5	10.4	8.0	-10.7	-2.4	-4.4	5.7	-9.5	-10.5	-8.7
- Cc1ccccc1OCC(=O)NNC(=O)Nc1ccc(Cl)cc1
 : 20.4	-2.5	32.3	21.0	-37.2	-7.1	19.1	5.9	11.4	13.4	19.1
- O=C(Nc1ccc(Cl)cc1)[C@@H]1[C@@H]2C(=O)N(c3ccc(Cl)cc3)C(=O)[C@@H]2[C@H]2C=CC=NN21
 : -3.9	1.8	-9.8	6.0	1.9	-3.6	4.5	3.4	-23.7	20.5	-21.0
- O=C(NCc1ccco1)c1cc(S(=O)(=O)N2CCOCC2)c(Cl)cc1Cl
 : -5.8	-7.2	8.1	14.0	3.7	-8.1	-16.2	-2.7	13.8	-0.6	16.4
- Cc1ccc(C(=O)C[n+]2ccc3ccccc3c2)cc1
 : 3.1	-16.3	-50.4	-17.5	-37.8	1.3	3.6	-7.5	-28.3	-13.2	32.3
- Fc1cc2[nH]c(=S)[nH]c2c(Br)c1N1CCSCC1
 : -3.6	3.2	-16.3	-18.0	-8.7	23.8	-67.4	-4.9	3.7	.	-9.8
- O=C(/C=C/Nc1ccccc1C(=O)O)c1cccs1
 : -13.9	9.6	-20.4	-13.1	-28.3	-3.1	-25.5	8.9	-20.1	-3.0	-37.5
- CC(C)(c1ccccc1)c1ccc(OCCCNCCO)cc1
 : 5.2	-4.3	14.7	10.0	-21.8	18.0	-39.6	-5.4	0.8	5.1	-11.7

Profiles, quoted from the list. Order of values: CF NFkB block	TWEAK Fn14 block	LRH-1 inv ag	NCOA3 inh	COUP-TFII inh	C8 TRAIL sens	Shn3 3UTR inh	KKLEB tox	NCOA1 inh	LMP1 NFkB inh	TROY signal inh
C/C(=N\NC(=O)COc1ccccc1)c1cccs1 across the screens: 4.4	0.3	-15.2	-8.9	9.8	-3.9	-52.1	-6.4	-36.0	-9.1	-32.6
O=[N+]([O-])c1ccccc1N/N=C/c1cccc(O)c1O across the screens: 12.5	45.8	-25.6	-21.6	-7.0	23.6	4.8	-1.6	-35.5	-39.6	18.3

Screens as filed in PubChem.

This is a subset; count on the stated rates, not on these rows.
